# Screening data deposited in PubChem BioAssay by Southern Research Specialized Biocontainment Screening Center.
# influenza NS1A: NS1A inhibition, H1N1 influenza, cell based functional assay (AID 504329). NS1A functional cell-based assay, percent inhibition; higher % means a stronger effect. one-dose inhibition, % at 12.5 µM; IC50 in µM for titrated hits. 0.3% of 340,000 active; in the data active means a potency from the dose series; inconclusive means inhibition above about 27% without an active follow-up result; further: strong numbers were not always called active
# VEEV TC-83 Vero: inhibitors of VEEV TC-83 cytopathic effect, confirmation, Vero cells (AID 588727); Vero cells, VEEV TC-83 cytopathic effect inhibition; higher % means a stronger effect; inhibition, % at 20 µM; hits with a dose series show IC50 in µM; 0.13% of 350,000 active; in the data active means a potency from the dose series; inconclusive means inhibition mostly from about 14% at the one dose, without a potency; inactive means the rest, 99 in 100 with inhibition below about 12%; further: strong numbers were not always called active
# tuberculosis growth: growth inhibition of non-replicating M. tuberculosis (AID 488890); Mycobacterium tuberculosis non-replicating, growth inhibition; higher % means a stronger effect; inhibition, % at 25 µM, or IC50 in µM where a hit was titrated; 0.39% of 320,000 active; in the data active means a potency from the dose series; inconclusive means inhibition mostly from about 82% at the one dose, without a potency; inactive means the rest, 99 in 100 with inhibition below about 76%;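 further: plate controls were DMSO cells for no effect and high antibiotic wells for full effect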
# M. tuberculosis HTS: M. tuberculosis growth inhibition, HTS (AID 449762); M. tuberculosis H37Rv growth inhibition, 7H9 media; higher % means a stronger effect; inhibition, % at 25 µM, or IC50 in µM where a hit was titrated; 0.59% of 330,000 active; in the data active means a potency from the dose series; inconclusive means inhibition above about 70% without an active follow-up result;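 further: bacterial growth assessed after seven days of incubation; strong numbers were not always called active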
# PhoP GFP inhibition: Inhibition of PhoP regulon, Salmonella typhi GFP reporter cells, confirmation, 4 h (AID 1850) | 0.33% of 310,000 active | inhibition, % at 50 µM, or IC50 in µM where a hit was titrated | Salmonella Typhi PhoP-promoter GFP reporter, fluorescence, 4 h; higher % means a stronger effect; in the data active means a potency from the dose series; inconclusive means inhibition mostly from about 25% at the one dose, without a potency; inactive means the rest, 99 in 100 with inhibition below about 19%;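 further: 0% = induced wells with vehicle and 100% = uninduced wells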
# VEEV TC-83 Vero 10K pilot screen: recorded beside VEEV TC-83 Vero, whose call it bears; inhibition, %; measured here: 10K pilot screen inhibition
# * marks the source's active call; other numbers are inactive results; i = inactive; ? = inconclusive; . = no result given. Rows are unselected; 1.5% or so of the library scored in one or more.
SMILES,influenza NS1A,VEEV TC-83 Vero,tuberculosis growth,M. tuberculosis HTS,PhoP GFP inhibition,others
CCOC(=O)N1CCC(NC(=O)c2ccc3c(c2)sc2nc(-c4ccccc4)cn23)CC1,-3%,7.8%,24%,66%,1%,
COc1cc2oc(=O)ccc2cc1[C@@H](O)[C@@H]1OC(C)(C)OC1(C)C,-17%,1.3%,6%,-2%,.,
CC1CC(Nc2ccccc2)c2ccccc2N1C(=O)c1ccccc1F (centres undefined),3%,i,6%,-8%,-6%,
CCCN(CC(=O)Nc1ccccc1OC)C(=O)Cc1ccccc1F,-10%,1.0%,6%,-1%,-14%,
COc1ccc(CNCCC2(C(C)C)CCOC(C)(C)C2)cc1 (centres undefined),2%,i,-4%,3%,-2%,
Cc1nc(-c2ccccc2)sc1-c1ccn[nH]1,0%,7.1%,76%,18%,-2%,
COCCN1C(=O)N[C@H](c2cccc(C(F)(F)F)c2)C(C(=O)OC)=C1C,.,.,-6%,-8%,9%,
Cc1cccc(-c2noc(-c3ccc4c(c3)OCO4)n2)c1,-4%,1.4%,-2%,-2%,10%,
CC(/C=C1\N=C(SCc2ccccc2)SC1=O)=C\c1ccccc1,-2%,i,?,0%,-5%,
Cc1ccc(/C=C2/C(=O)N(c3ccccc3)C(=S)N2C)o1,4%,i,42%,-5%,1%,
CCOc1ccc(/C=N/NC(=O)CN2CCCCCCC2)cc1,-4%,i,6%,-2%,14%,
COc1cccc(C(=O)NCC(=O)N2CCN(c3ccc(C(F)(F)F)cn3)CC2)c1,-6%,0.8%,.,.,.,
COCCN(Cc1nnc(-c2cccs2)o1)C(=O)CN1C(=O)NC2(CCCCC2)C1=O,-9%,0.0%,-8%,-9%,.,
Cn1nc(C(F)(F)F)c2cc(C(=O)Nc3ccc(Cl)cc3)sc21,4%,5.2%,61%,?,-4%,
Cc1cccc(N2C(=O)/C(=C\c3ccc(C(=O)O)cc3)c3ccccc3C2=O)c1,-1%,i,5%,3%,-2%,
CC(C)(C(=O)c1ccccc1)/[N+]([O-])=C/c1ccc(Br)cc1,0%,i,49%,4%,-2%,
O=C1NC[C@@H](Cc2ccc(O)cc2)N(CC2CCCCC2)C1=O,-9%,0.3%,-1%,0%,6%,
Cc1cccc(C(=O)N2CCc3cc(-c4csc(NC(=O)CN5CCCC5)n4)ccc32)c1,17%,27%,?,60%,-3%,
Cc1ccccc1NC(=O)C(c1ccccc1)C1CCCC1 (centres undefined),11%,i,21%,2%,-1%,
N#C/C(=C\c1ccco1)C(=O)NCc1ccccc1,-2%,0.2%,73%,-2%,-7%,
Cc1cccc(CC2(O)C(=O)Nc3ccccc32)n1 (centres undefined),-2%,i,.,.,.,
COc1ccc(-c2csc(N(Cc3ccccc3)C(=O)COc3ccc(Cl)cc3)n2)cc1,-1%,i,10%,-2%,0%,
CC(C)CC(NC(=O)C1CCCN1C(=O)OC(C)(C)C)C(=O)NCC(N)=O (centres undefined),2%,0.1%,.,.,.,
COCCn1c(SCC(=O)Nc2ccc(C(C)=O)cc2)nnc1-c1ccco1,2%,i,-1%,4%,15%,
COC1=C(Nc2ccccc2)C(=O)C(OC)=C(Nc2ccccc2)C1=O,9%,0.4%,.,.,.,

# Quoted at random: five compounds from above.
SMILES,influenza NS1A,VEEV TC-83 Vero,tuberculosis growth,M. tuberculosis HTS,PhoP GFP inhibition,others
COc1cc2oc(=O)ccc2cc1[C@@H](O)[C@@H]1OC(C)(C)OC1(C)C,-17%,1.3%,6%,-2%,.,
COc1cccc(C(=O)NCC(=O)N2CCN(c3ccc(C(F)(F)F)cn3)CC2)c1,-6%,0.8%,.,.,.,
Cc1ccccc1NC(=O)C(c1ccccc1)C1CCCC1 (centres undefined),11%,i,21%,2%,-1%,
CCCN(CC(=O)Nc1ccccc1OC)C(=O)Cc1ccccc1F,-10%,1.0%,6%,-1%,-14%,
COCCn1c(SCC(=O)Nc2ccc(C(C)=O)cc2)nnc1-c1ccco1,2%,i,-1%,4%,15%,

# Next compounds:
SMILES,influenza NS1A,VEEV TC-83 Vero,tuberculosis growth,M. tuberculosis HTS,PhoP GFP inhibition,others
CC(=O)Nc1ccc(OC(=O)N(C)c2ccccc2)cc1,10%,3.0%,30%,-8%,2%,
Cc1ccc(OCc2cc(C(=O)NCc3ccc(OC(F)(F)F)cc3)no2)cn1,-5%,i,77%,66%,-3%,
Cn1nc(C(=O)NCCCN2CCCCC2)c2c1-c1ccccc1S(=O)(=O)C2,-2%,1.4%,1%,3%,8%,
CCOC(=O)Cc1csc(NC(=O)CN(C)S(=O)(=O)c2cccc3cccnc23)n1,-8%,8.8%,2%,-2%,-16%,
O=C(NCCCNC(=O)c1cnccn1)c1cccc(F)c1,-6%,1.8%,-7%,7%,8%,
C#CCOCCOCCOCCNc1nc(N2CCN(C(=O)[C@H]([C@@H](C)CC)n3cc([C@@H](N)CC(C)C)nn3)CC2)nc(N2CCN(C(=O)[C@H](CCCCN)n3cc([C@@H](N)C(C)CC)nn3)CC2)n1 (some centres undefined),-4%,5.9%,68%,58%,0%,
COc1cccc(C2Nc3ccccc3C(=O)N2O)c1O (centres undefined),6%,2.4%,-17%,3%,10%,
O=C(NCc1cccs1)c1noc2c1CCCCC2,23%,i,24%,4%,4%,
COc1ccc(NC2CCCN(C(=O)c3ccc(OC)o3)C2)cc1 (centres undefined),-6%,6.0%,7%,-2%,-1%,
OC(COCc1ccco1)CN1CCN(C(c2ccccc2)c2ccccc2)CC1 (centres undefined),0%,i,51%,12%,-10%,
COc1ccccc1N1CCN(C2CCCN(C(=O)c3cccc(-c4ccco4)c3)C2)CC1 (centres undefined),34%,7.3%,10%,3%,0%,
O=C(CN1CCOCC1)Nc1ccc(Br)cn1,6%,0.7%,-18%,-8%,0%,
CCCCn1c(O)c(C(C)=NCCN2CCCCC2)c(=O)[nH]c1=O,2%,i,19%,9%,6%,VEEV TC-83 Vero 10K pilot screen=0.4
CSc1nc2ccc3nc(NC(=O)C4COc5ccccc5O4)sc3c2s1 (centres undefined),7%,9.2%,.,-8%,-3%,
Nc1ccc(SCc2nc3cccc4c3n2CCC4)cc1,-6%,0.3%,19%,-6%,-6%,
Cc1ccnc(SCC(=O)NC2CCCCCC2)n1,-4%,i,-4%,-22%,3%,
COc1ccc(Cl)c2sc(N(Cc3cccnc3)C(C)=O)nc12,8%,0.7%,-7%,6%,2%,
N#C/C(=C\c1ccc(OCc2cccc(C(=O)O)c2)cc1)C(=O)NCc1ccco1,10%,1.8%,4%,2%,-3%,
CNc1[nH]c(=O)[nH]c(=O)c1N=Nc1cc(Cl)ccc1Cl,.,2.7%,4%,2%,7%,
CCOC(=O)c1cnc2c(c(C)nn2C)c1Oc1cc(Cl)cc(Cl)c1,-8%,9.4%,-3%,8%,7%,
CSCCC(NC(=O)c1ccc(Cl)cc1Cl)C(=O)NNC(=O)c1ccncc1 (centres undefined),-2%,1.9%,-5%,-15%,.,
COc1ccccc1-c1c(C)nn2c(N3CCC(C)CC3)cc(C)nc12,9%,3.3%,2%,7%,5%,
CCOC(=O)N1CCN(c2c(NCc3ccccn3)c(=O)c2=O)CC1,10%,0.0%,3%,-7%,-4%,
CCOC(=O)c1ccc(NC(=O)CCNc2c(N3CCCC3)c(=O)c2=O)cc1,4%,i,-8%,-3%,-4%,
c1ccc(-n2nnnc2SCc2cn3cccnc3n2)cc1,-10%,i,1%,0%,0%,

# Among those listed so far, these have two or more sulfur atoms.
SMILES,influenza NS1A,VEEV TC-83 Vero,tuberculosis growth,M. tuberculosis HTS,PhoP GFP inhibition,others
CC(/C=C1\N=C(SCc2ccccc2)SC1=O)=C\c1ccccc1,-2%,i,?,0%,-5%,
CCOC(=O)Cc1csc(NC(=O)CN(C)S(=O)(=O)c2cccc3cccnc23)n1,-8%,8.8%,2%,-2%,-16%,
CSc1nc2ccc3nc(NC(=O)C4COc5ccccc5O4)sc3c2s1 (centres undefined),7%,9.2%,.,-8%,-3%,

# Of the compounds above, two have a cyano group.
SMILES,influenza NS1A,VEEV TC-83 Vero,tuberculosis growth,M. tuberculosis HTS,PhoP GFP inhibition,others
N#C/C(=C\c1ccco1)C(=O)NCc1ccccc1,-2%,0.2%,73%,-2%,-7%,
N#C/C(=C\c1ccc(OCc2cccc(C(=O)O)c2)cc1)C(=O)NCc1ccco1,10%,1.8%,4%,2%,-3%,

# The listing picks up, repeating the four entries before the break.
SMILES,influenza NS1A,VEEV TC-83 Vero,tuberculosis growth,M. tuberculosis HTS,PhoP GFP inhibition,others
COc1ccccc1-c1c(C)nn2c(N3CCC(C)CC3)cc(C)nc12,9%,3.3%,2%,7%,5%,
CCOC(=O)N1CCN(c2c(NCc3ccccn3)c(=O)c2=O)CC1,10%,0.0%,3%,-7%,-4%,
CCOC(=O)c1ccc(NC(=O)CCNc2c(N3CCCC3)c(=O)c2=O)cc1,4%,i,-8%,-3%,-4%,
c1ccc(-n2nnnc2SCc2cn3cccnc3n2)cc1,-10%,i,1%,0%,0%,
O=C1c2nccnc2C(=O)N1c1ccc(C(F)(F)F)cc1,-8%,0.5%,-11%,-4%,1%,
CCOc1ccc(S(=O)(=O)N2CCC(C(=O)NCCc3ccc(OC)c(OC)c3)CC2)cc1,-26%,2.5%,7%,-3%,-3%,
Cn1c(=O)c2c(ncn2CC(=O)N2CCCc3ccccc32)n(C)c1=O,-3%,9.1%,4%,4%,-7%,
COc1ccc2[nH]cc(CCNC(=O)Nc3ccccc3)c2c1,3%,2.7%,1%,3%,-5%,
CCSc1nc(-c2ccccc2)c(C#N)c(=O)[nH]1,-1%,0.8%,34%,-6%,-8%,
O=S(=O)(c1cnc(Cl)c(Cl)c1)N1CCN(c2ncccn2)CC1,-4%,2.2%,-11%,-12%,3%,
Cc1ccc([N+](=O)[O-])cc1S(=O)(=O)N1CCCCC1C(=O)O (centres undefined),-14%,1.1%,7%,1%,-5%,
COc1ccc(C2CC(=O)N3CN(Cc4ccco4)CSC3=C2C#N)cc1 (centres undefined),-1%,i,49%,-3%,24%,
Cc1ccc(C(=O)N/C(=C/C=C/c2ccccc2)C(=O)NCc2ccco2)cc1,-7%,3.6%,38%,5%,-5%,
Cc1cc(C)c2cc(CN(Cc3nnnn3C3CCCCC3)CC3CCCO3)c(=O)[nH]c2c1 (centres undefined),2%,4.5%,49%,54%,-4%,
Cc1cc(C(=O)NCc2ccccc2)no1,1%,i,55%,-3%,-5%,VEEV TC-83 Vero 10K pilot screen=0.2
O=C(O)c1cc(-c2ccccc2)nc2nc(N3CCCCC3)sc12,.,.,-1%,6%,-5%,
O=C1CCC(CCC(=O)N2CCCC(C(=O)c3cccc(C(F)(F)F)c3)C2)=NN1 (centres undefined),13%,0.3%,-21%,-4%,-4%,
Cc1nc2cc(NS(=O)(=O)c3c(C)c(C)cc(C)c3C)ccc2s1,14%,i,14%,-4%,-5%,
CCN1C(=O)/C(=C/N(C)c2ccccc2)OC1=S,0%,8.6%,-2%,2%,0%,
CC(NC(=O)Nc1ccc(Cl)c(Cl)c1)C(c1ccccc1)N1CCOCC1 (centres undefined),-5%,i,-8%,16%,-5%,
O=C(CSC1c2ccccc2-c2ccccc21)N/N=C/c1ccc(C(=O)O)cc1,9%,i,-5%,4%,12%,
CCOC(=O)N/C(N)=N/c1nc2ccccc2s1,2%,1.9%,42%,-3%,-11%,
CN(CCOc1ccc(Cl)cc1)CC(=O)Nc1ccc(OC(F)F)cc1,2%,i,?,17%,0%,
